Screening data (PubChem)
WT yeast gro inh = growth inhibition of WT strain, primary screen, mitochondrial fusion inhibitor project, WT and mutant strains, chemical genetic; mitochondrial fusion phenotypic screen; inhibition, % at 10 µM; 2.1% of 190,000 active; AID 1362, 2008; in the data active means inhibition above about 58%; tested in S. cerevisiae
PMI inhibition = human PMI inhibitors, high substrate, primary screen, biochemical, fluorescence intensity, high mannose 6-phosphate (AID 1220) | Mannose-6-phosphate isomerase (Homo sapiens) | recombinant PMI enzyme, coupled fluorescence intensity; higher % means a stronger effect | inhibition, % at 20 µM, or IC50 in µM where a hit was titrated | 0.66% of 190,000 active
TNAP activators = human TNAP enzyme activators, primary screen, biochemical, luminescent, no phosphate acceptor, uHTS (AID 1001); Alkaline phosphatase, tissue-nonspecific isozyme (Homo sapiens); purified TNAP, luminescent activation assay, no phosphate acceptor; higher activation fold means a stronger effect; activation fold at 20 µM, or EC50 in µM where a hit was titrated; 0.03% of 200,000 active; in the data active means activation fold from about 3, or a potency from the dose series; inactive means the rest, 99 in 100 with activation fold below about 1.6; further: many of its hits are not listed in these tables
XIAP antagonists = XIAP antagonists, biochemical, IAP family, fluorescence polarization (AID 1018). E3 ubiquitin-protein ligase XIAP (Homo sapiens). XIAP BIR domain, fluorescence polarization peptide displacement; higher % means a stronger effect. displacement, % at 20 µM; hits with a dose series show IC50 in µM. 0.007% of 200,000 active; in the data active means displacement above about 50%; further: a part of the inactive calls stands beside numbers as strong as those of hits
Myeloid diff MLP = induction of myeloid progenitor differentiation, primary screen, cell-based, flow cytometry, MLPCN library; AID 624256, 2012; 1% of 360,000 active; calls only at 10 µM; ER-HoxA9 myeloid progenitors, lysozyme-GFP differentiation;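 active means normalized GFP-positive differentiation at or above the plate's own cutoff, the solvent-only control mean plus 3 SD; inconclusive means no clear call, values can overlap the other calls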;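 further: cells exposed to compound for four days before flow analysis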
PMI inhibitors = inhibitors of human PMI, primary screen, biochemical, fluorescence intensity, coupled assay (AID 1209); Mannose-6-phosphate isomerase (Homo sapiens); purified PMI enzyme, coupled fluorescence intensity; higher % means a stronger effect; inhibition, % at 20 µM, or IC50 in µM where a hit was titrated; 0.42% of 190,000 active;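 further: plate controls were DMSO vehicle for no effect and wells lacking substrate for full effect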
RSV CPE inhibition = RSV antiviral activity via CPE protection, HEp-2 cells, primary 10 µM value included (AID 2391); HEp-2 cells, RSV-induced CPE inhibition; higher % means a stronger effect; 0.13% of 310,000 active; CPE inhibition, % at 10 µM; hits with a dose series show IC50 in µM; in the data active means a potency from the dose series; inconclusive means CPE inhibition mostly from about 23% at the one dose, without a potency; inactive means the rest, 99 in 100 with CPE inhibition below about 21%; further: strong numbers were not always called active
SIAH1 antagonists = Siah-1 peptide-binding antagonists, primary screen, biochemical, fluorescence polarization, rhodamine-plectin, uHTS (AID 1817); Siah-1 / rhodamine-plectin peptide fluorescence polarization; higher % means a stronger effect; 0.02% of 290,000 active; one-dose displacement, % at 20 µM; IC50 in µM for titrated hits; E3 ubiquitin-protein ligase SIAH1 (Homo sapiens);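 active means displacement of at least 50% at 20 µM, with a fluorescence ratio check between 0.3 and a set limit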;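 further: plate controls were Siah plus tracer with DMSO for no effect and tracer alone without Siah for full effect; strong numbers were not always called active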
PhoP inhibition = inhibitors of PhoP regulon expression, primary screen, Salmonella Typhimurium, GFP reporter (AID 1863); S. Typhimurium PhoP-regulated promoter GFP reporter, 4 h; higher % means a stronger effect; inhibition, % at 50 µM; hits with a dose series show IC50 in µM; 0.16% of 300,000 active;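 active means inhibition over 29.93%, a cutoff 3 SD above the screen mean, later confirmed by dose response; inconclusive means inhibition over 29.93% but no dose response follow-up; inactive means inhibition at most 29.93% or unconfirmed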;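 further: 0% = low Mg2+ inducing control and 100% = high Mg2+ repressing control; strong numbers were not always called active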
WT yeast gro inh mutant strain = further read-out of WT yeast gro inh, marked with its call; inhibition, %; mitochondrial fusion phenotypic screen, mutant strain inhibition
Myeloid diff MLP GFP+ MAC1+ % = also measured in Myeloid diff MLP; calls as there; GFP+ MAC1+ double positive, %; measured here: differentiation confirmed by MAC1 staining
* marks the source's active call; other numbers are inactive results; i = inactive; ? = inconclusive; . = no result given. Unless noted, no stated cut-off is given here; in the data, active means inhibition above about 50%; inactive means the rest.

SMILES | WT yeast gro inh | WT yeast gro inh mutant strain | PMI inhibition | TNAP activators | XIAP antagonists | Myeloid diff MLP | Myeloid diff MLP GFP+ MAC1+ % | PMI inhibitors | RSV CPE inhibition | SIAH1 antagonists | PhoP inhibition
CCc1cc[n+](-c2nc3ccccc3nc2[N-]S(=O)(=O)c2ccc(Br)s2)cc1 | -9 | -1 | 29% | 1 | -9.5% | i | 1.2 | -4% | 0.2% | -4% | -12%
CCOc1cc(C2C(C#N)=C(N)OC(C)=C2C(C)=O)c(Br)c(Br)c1OC(C)C (stereo unspecified) | 28 | 4 | 24% | 1 | -3.5% | i | 0.8 | -12% | 7.7% | 2% | 2%
Cc1ccc(N/C(N)=N/c2nc(CSc3nnc(N)s3)cc(=O)[nH]2)cc1 | . | . | . | . | . | i | 0.6 | . | -0.9% | 2% | 16%
Cc1cc(NC(=O)Nc2ccccc2[N+](=O)[O-])no1 | -2 | -5 | 5% | 1.1 | -10% | i | 0.3 | 3% | 0.4% | 6% | 3%
CCN(CC)c1ccc(NC(=O)/C=C\c2ccccc2Cl)cc1 | 20 | 14 | 18% | 0.9 | -3.5% | i | 0.3 | 20% | 6.0% | 1% | -13%
CCN(CC)c1nc2ccccc2[nH]c1=O | . | . | . | . | . | i | 1.0 | . | 1.0% | 0% | -8%
CCCCNCCOCCSc1ccc(Cl)cc1 | 3 | 13 | -3% | 1.1 | -1.0% | i | 0.6 | 3% | -2.8% | 3% | 22%
C#CCOCCOCCOCCNc1nc(N2CCN(C(=O)[C@H](Cc3cc4ccccc4[nH]3)n3cc(C(N)CC(C)C)nn3)CC2)nc(N2CCN(C(=O)[C@H](CCC(=O)O)n3cc(C(N)[C@H](C)CC)nn3)CC2)n1 (stereo partly specified) | 7 | -3 | -32% | 1.1 | -7.2% | i | 0.1 | -26% | 0.7% | 4% | 1%
Cc1ccc(S(=O)(=O)N2CCC(=O)N(CCOCc3ccc(F)cc3)CC2)cc1 | -7 | -22 | -1% | 1.1 | -9.4% | i | 2.5 | -5% | -1.6% | 0% | 4%
CCCSc1nc2c(cnn2-c2ccccc2)c(=O)[nH]1 | 13 | 15 | 2% | 1.1 | -8.8% | i | 2.1 | 8% | 3.7% | -1% | 1%
Cc1nnc(SCC(=O)NC(C)(C)C)n1NCc1cccc(Br)c1 | . | . | . | . | . | i | 0.4 | . | -0.3% | -4% | 1%
Cc1ccc(C)c(OCc2cc(C(=O)N3CCN(c4ccccc4C)CC3C)no2)c1 (stereo unspecified) | . | . | . | . | . | i | 2.2 | . | 14% | 2% | 4%
Cc1sc2ncn(CC(=O)OCC(=O)NC(C)(C)C)c(=O)c2c1C | -12 | -4 | -3% | 1.1 | -3.6% | i | 0.8 | -3% | 0.3% | 0% | -11%
N#C/C(=C\c1c(Oc2ccc(Cl)cc2)nc2ccccn2c1=O)C(=O)NC1CCS(=O)(=O)C1 (stereo unspecified) | . | . | . | . | . | i | 1.1 | . | 1.1% | 1% | -4%
O=C(c1ccc(F)cc1)N1CCCC(N2CCN(Cc3ccc4c(c3)OCO4)CC2)C1 (stereo unspecified) | . | . | . | . | . | i | 0.3 | . | 2.8% | 3% | -1%

Fetched by compound from the entries so far, 3 records:
SMILES | WT yeast gro inh | WT yeast gro inh mutant strain | PMI inhibition | TNAP activators | XIAP antagonists | Myeloid diff MLP | Myeloid diff MLP GFP+ MAC1+ % | PMI inhibitors | RSV CPE inhibition | SIAH1 antagonists | PhoP inhibition
CCN(CC)c1ccc(NC(=O)/C=C\c2ccccc2Cl)cc1 | 20 | 14 | 18% | 0.9 | -3.5% | i | 0.3 | 20% | 6.0% | 1% | -13%
CCCCNCCOCCSc1ccc(Cl)cc1 | 3 | 13 | -3% | 1.1 | -1.0% | i | 0.6 | 3% | -2.8% | 3% | 22%
Cc1cc(NC(=O)Nc2ccccc2[N+](=O)[O-])no1 | -2 | -5 | 5% | 1.1 | -10% | i | 0.3 | 3% | 0.4% | 6% | 3%

Later entries.
SMILES | WT yeast gro inh | WT yeast gro inh mutant strain | PMI inhibition | TNAP activators | XIAP antagonists | Myeloid diff MLP | Myeloid diff MLP GFP+ MAC1+ % | PMI inhibitors | RSV CPE inhibition | SIAH1 antagonists | PhoP inhibition
C=C1c2ccc(C)cc2NC(=O)N1c1ccccc1 | -4 | 3 | 13% | 1.1 | -6.3% | . | . | 14% | 3.8% | 3% | 16%
CCOc1ccc(C2NCCc3cc(OC)c(OC)cc32)cc1OC (stereo unspecified) | . | . | . | . | . | i | 1.2 | . | -0.9% | 3% | 8%
Cc1cc(C)n2nc(C(=O)N/N=C/c3cccc(Cl)c3)nc2n1 | . | . | . | . | . | i | 1.6 | . | 0.0% | -1% | -1%
Cc1noc(C)c1COc1ccc(C(=O)NCCc2ccccn2)cc1 | -19 | -21 | 2% | 1 | -5.4% | i | 1.0 | 0% | -0.9% | 3% | -1%
CCN1CCN(CCc2nc3cc([N+](=O)[O-])ccc3n2C)CC1 | . | . | . | . | . | i | 0.9 | . | 0.1% | 0% | 1%
CN(C)S(=O)(=O)c1ccc(C(=O)OCC(=O)Nc2cccnc2Cl)cc1 | 7 | 5 | -6% | 1 | -11% | i | 2.3 | -18% | 1.3% | -7% | -7%
Cc1ccc(S(=O)(=O)NC2=NCN(Cc3ccccc3)CN2)cc1 | -11 | -5 | -6% | 1 | -2.9% | i | 1.5 | -3% | 1.8% | -2% | 3%
COc1ccc(OC)c(NC(=O)CSc2sc3c(O)cc(=O)[nH]c3c2C#N)c1 | . | . | . | . | . | i | 0.4 | . | 1.7% | 22% | 0%
O=C(CCc1ccccc1)NNC(=O)c1ccccc1Br | 4 | -2 | -6% | 1.1 | -2.8% | i | 0.2 | -6% | 1.7% | 6% | 0%
O=C(CCNC(=O)C1CCN(S(=O)(=O)c2ccc(F)cc2)CC1)NCc1ccc(F)cc1 | . | . | . | . | . | i | 2.6 | . | -0.5% | 6% | -12%
COc1ccc(/C=C/C(=O)NC2CCCCC2C)cc1 (stereo unspecified) | . | . | . | . | . | i | 0.3 | . | 1.8% | 2% | -2%
CC1Cc2ccccc2N1C(=O)CSc1nc2cc3c(cc2cc1C#N)OCO3 (stereo unspecified) | 19 | 20 | 17% | 1 | -8.3% | i | 2.4 | 6% | 0.1% | -2% | -1%
Cc1ccc(/C=C/C(=O)O)cc1S(=O)(=O)Nc1ccc2c(c1)OCO2 | -10 | 2 | -4% | 1 | -8.4% | i | 0.1 | -6% | 1.7% | -3% | 1%
O=C(C1CCCN(S(=O)(=O)c2cnc[nH]2)C1)N1CCN(Cc2ccccc2)CC1 (stereo unspecified) | 0 | -5 | -3% | 1 | 1.3% | i | 1.9 | -3% | 3.9% | -1% | 7%
O=S1(=O)NC(=NC2CCCCCC2)c2ccccc21 | -5 | -13 | 5% | 1.1 | -3.7% | i | 5.8 | 3% | 0.5% | -3% | -3%
CCOC(=O)c1cc(-c2ccc(F)cc2)n(CC(=O)N2CCCC2)c1C | 0 | 3 | 3% | 1 | -2.7% | i | 0.8 | 8% | 0.4% | -3% | -8%
COc1ccccc1NC(=O)N1CCN(C(=O)Nc2ccccc2OC)CC1 | . | . | . | . | . | i | 0.3 | . | -0.1% | -7% | -3%
CCNc1nc(NCC)n2c(SCC(=O)NC34CC5CC(CC(C5)C3)C4)nnc2n1 | -11 | -5 | -1% | 1.1 | -3.8% | i | 0.4 | 3% | 1.8% | 5% | -16%
COc1cccc(CN2CCCC(C(=O)c3ccc4c(c3)OCO4)C2)c1OC (stereo unspecified) | 19 | 13 | 2% | 1.1 | -3.5% | i | 0.6 | 3% | -0.6% | 17% | 7%
Cc1c(C(=O)NCc2ccccc2)c(-c2ccccc2)nn1-c1ccccc1 | 14 | 9 | 1% | 1.2 | -3.5% | i | 8.1 | 4% | -0.3% | -1% | -16%
CC(=O)c1c(C)nn(CC(O)COc2ccc3c(c2)CCC3)c1C (stereo unspecified) | 12 | 22 | 9% | 1.1 | -0.7% | i | 2.6 | 13% | 1.3% | 1% | 13%
CS(=O)(=O)N1CCN(C(=O)c2ccc(F)cc2)CC1 | -4 | -7 | -8% | 1.1 | -4.4% | i | 6.6 | -2% | 2.1% | 6% | -7%
Cc1oc2c(CN(C)C)c(O)ccc2c(=O)c1-c1cscn1 | 6 | 6 | 1% | 1.1 | -3.0% | i | 2.3 | 4% | 1.4% | 3% | 3%
COC(CNC(=O)CSCc1nc(-c2ccc(SC)cc2)oc1C)OC | -1 | 1 | 8% | 1.1 | -2.8% | i | 0.4 | 0% | ? | -5% | -8%
Cc1ccc(S(=O)(=O)NNC2=NCCCCC2)cc1 | -10 | -7 | 1% | 1.1 | -2.8% | i | 0.4 | 2% | -1.1% | 8% | -2%
CCOC(=O)CC(=O)Nc1ccc(Br)cc1C(=O)O | 16 | 3 | 5% | 1 | -5.1% | i | 1.0 | 7% | 3.4% | 0% | -8%
CC(CCc1ccccc1)NC(=O)C1CCN(S(=O)(=O)c2ccc(F)cc2)CC1 (stereo unspecified) | . | . | . | . | . | i | 1.2 | . | -1.1% | -1% | -11%
COc1ccc(CN2C(=O)CN=C2Nc2cc(C)ccc2C)cc1 | -15 | -5 | -25% | 1.1 | 0.7% | i | 1.0 | -5% | 0.5% | 0% | 1%
CCOC(=O)N1CCN(c2ncnc3c2cnn3-c2ccc(OC)cc2)CC1 | . | . | -2% | 1.1 | -3.0% | i | 8.3 | 3% | . | -2% | .
Cc1nnc2n(-c3ccccc3)c(=O)c3c4c(sc3n12)CC(C)CC4 (stereo unspecified) | 4 | -38 | 14% | 1.1 | 1.3% | i | 5.3 | 13% | 1.2% | -5% | 1%
C=CCn1c(O)c(C(CC)=Nc2ccccc2NC(=O)CC)c(=O)[nH]c1=O | 1 | 5 | -4% | 1.2 | -3.6% | i | 0.9 | -4% | 2.1% | 6% | 2%
Fc1ccccc1N1CCN(Cc2nc(-c3ccc(Cl)cc3Cl)no2)CC1 | 5 | 3 | 8% | 1 | -7.2% | i | 1.6 | 14% | 17% | -5% | 9%
CCOc1ccc(N2C(=O)C3C4C=CC([C@H]5CC45)[C@@H]3C2=O)cc1 (stereo partly specified) | . | . | . | . | . | i | 0.5 | . | 1.1% | -2% | -9%
COc1cc(C(=O)NCC(c2ccco2)N2CCCC2)ccc1OCc1c(C)noc1C (stereo unspecified) | -3 | 2 | 14% | 1.1 | -4.6% | i | 0.6 | 11% | -0.3% | 1% | 10%
COc1ccc(/C(C)=N/NC(=O)CNC(=O)c2ccco2)c(OC)c1 | . | . | . | . | . | i | 1.0 | . | 0.7% | 12% | -10%
CC(=O)Nc1cccc(Nc2nc(-c3ccccc3)nc3ccccc23)c1 | 8 | 0 | 10% | 1 | -6.5% | i | 0.6 | 10% | 2.8% | 9% | 7%
